# Screening results deposited in PubChem by several laboratories.
# CAL PDZ FP-1: inhibitors of human CAL PDZ peptide binding; Q9HD26; purified CAL PDZ, TMR-peptide fluorescence polarization, 1 h; inhibition, % at 24.9 µM; actives 0.92% (n = 300,000); AID 602252;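 active = mean inhibition of at least 30% with at least half of replicates also reaching 30%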;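 note: 0% = DMSO neutral control and 100% = excess unlabeled competitor peptide PRC23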
# CAL PDZ FP-2: inhibitors of human CAL PDZ peptide binding. Q9HD26. inhibition, % at 20 µM. purified CAL PDZ, TMR-peptide fluorescence polarization, 1 h. AID 504414. actives 0.02% (n = 330,000);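 active = highest replicate inhibition of at least 40%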;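 note: plate controls were DMSO neutral control wells for no effect and unlabeled competitor peptide control wells for full effect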
#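 System: tagged CAL PDZ domain. Schedule: 1 h room-temperature incubation prior to read. Signal: fluorescence polarization (mP). Measure: percent inhibition from loss of millipolarization.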
# Rtt109 HAT inh: blocks Candida albicans Rtt109/Vps75 acetyltransferase activity; AID 540336; actives 0.16% (n = 330,000); purified Rtt109/Vps75, ThioGlo CoA-SH fluorescence, 4 h; inhibition, % at 34.9 µM;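 active = inhibition of at least 50% in every replicate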
# PKA-R2B activ: PKA-R2B complex activation; AID 504700; activation, % at 11.4 µM; actives 0.079% (n = 340,000); PKA-R2B holoenzyme dissociation, Cy5-IP20 fluorescence polarization; R2B truncated from residue 108, S112A mutant; 0% DMSO only, 100% 113 µM cGMP; P22694+P31323;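 active = activation above a cutoff set at the mean over all compounds plus 3 SD, cut at about 18% in these data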;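 note: higher means more holoenzyme dissociation and a rise in polarization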
# Target sequence (P31323 whole entry, looked up, other chains not shown, the tested form may be a part): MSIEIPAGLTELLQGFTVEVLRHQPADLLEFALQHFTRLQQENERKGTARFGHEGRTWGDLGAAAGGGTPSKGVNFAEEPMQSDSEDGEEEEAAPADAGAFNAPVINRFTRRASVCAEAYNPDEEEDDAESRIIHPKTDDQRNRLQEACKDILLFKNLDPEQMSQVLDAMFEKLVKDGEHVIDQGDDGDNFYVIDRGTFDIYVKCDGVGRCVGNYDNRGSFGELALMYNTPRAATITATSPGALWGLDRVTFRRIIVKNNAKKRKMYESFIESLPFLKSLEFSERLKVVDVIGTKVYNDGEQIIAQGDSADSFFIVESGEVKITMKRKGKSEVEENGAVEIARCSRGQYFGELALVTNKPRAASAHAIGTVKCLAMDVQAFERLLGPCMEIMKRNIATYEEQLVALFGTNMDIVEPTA
# SR-BI DiI-HDL act: enhances SR-BI lipid uptake from DiI-HDL; CHO ldlA[mSR-BI] cells, DiI-HDL uptake fluorescence, 3 h; 100 = double the neutral-control signal; activation, % at 12.5 µM; actives 0.096% (n = 320,000); AID 504775;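 active = mean replicate activation of at least 60% and every replicate at or above 60%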;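 note: 0% = median plate neutral-control signal and 100% = twice that signal; values of inactives mirror those of a sister screen read the other way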
#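 System: LDL receptor-deficient CHO ldlA cells overexpressing murine SR-BI | Timing: 3 h uptake period with compound, 37 °C | Medium: HEPES-buffered (25 mM, pH 7.4) F12 plus 0.5% BSA | Dosing: Single-point compound dose | Signal: Bottom-read fluorescence, 550/595 nm | Read-out: Retained DiI signal reflecting DiI-HDL uptake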
# Keap1 Nrf2 FP: Keap1-Nrf2 (human) interaction inhibition | Keap1 Kelch-Nrf2 peptide fluorescence polarization, 1536-well | Q14145 | actives 0.15% (n = 340,000) | AID 504523 | inhibition, % at 9.4 µM; in the data active = inhibition above about 12%;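 note: human Keap1 Kelch domain with fluorescein labeled Nrf2 9mer peptide probe; 0% = neutral control wells and 100% = peptide positive control; higher means more block of Keap1 binding to Nrf2 peptide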
# Target sequence (Q14145 whole entry, looked up, the tested form may be a part): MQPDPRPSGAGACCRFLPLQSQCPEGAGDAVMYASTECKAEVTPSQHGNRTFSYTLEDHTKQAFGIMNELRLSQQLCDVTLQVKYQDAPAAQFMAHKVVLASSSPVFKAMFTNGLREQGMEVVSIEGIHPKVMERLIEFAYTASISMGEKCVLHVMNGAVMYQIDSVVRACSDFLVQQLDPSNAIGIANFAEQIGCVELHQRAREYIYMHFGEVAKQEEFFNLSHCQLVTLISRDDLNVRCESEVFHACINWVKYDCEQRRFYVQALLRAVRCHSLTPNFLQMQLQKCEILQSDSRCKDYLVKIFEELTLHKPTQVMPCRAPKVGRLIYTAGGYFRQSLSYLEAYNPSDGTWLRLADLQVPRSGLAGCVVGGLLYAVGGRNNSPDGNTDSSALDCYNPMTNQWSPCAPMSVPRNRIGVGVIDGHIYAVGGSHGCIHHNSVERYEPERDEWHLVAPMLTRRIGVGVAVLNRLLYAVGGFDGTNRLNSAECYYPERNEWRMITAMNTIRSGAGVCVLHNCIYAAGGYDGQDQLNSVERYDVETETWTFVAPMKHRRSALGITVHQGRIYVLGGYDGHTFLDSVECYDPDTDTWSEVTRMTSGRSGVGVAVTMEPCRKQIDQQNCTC
# RTF Ca sens inh: cardiac RTF calcium desensitization; P19429+P45379; inhibition, % at 7.15 µM; IANBD-labeled cardiac RTF, Ca2+ fluorescence; actives 0.12% (n = 340,000); AID 493244;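 active = inhibition above the mean inhibition of all tested compounds plus 3 SD, cut at about 17% in these data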;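 note: assay run at fixed EC70 calcium of 1.6 mM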
# DAGLB inhibitor: diacylglycerol lipase beta (human) inhibition | Q8NCG7 | actives 0.059% (n = 340,000) | inhibition, % at 5.17 µM | AID 504411 | HEK293T DAGLB membrane lysate, EnzChek fluorogenic substrate; in the data active = inhibition above about 34%;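 note: 0% = enzyme with vehicle and 100% = wells lacking enzyme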
# RTF Ca sens act: increases calcium sensitivity of human cardiac regulated thin filaments. activation, % at 7.2 µM. AID 493008. actives 0.24% (n = 340,000). IANBD-labeled TnC RTF fluorescence at EC20 calcium; 0% EC20 calcium, 100% full calcium. P19429+P45379;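 active = activation above the mean over all tested compounds plus 3 SD, cut at about 30% in these data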;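 note: rise in fluorescence read as greater calcium sensitivity of cardiac thin filaments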
# C-LANA FP: blocks KSHV LANA C-terminal domain binding to DNA | AID 504423 | inhibition, % at 9 µM | actives 0.078% (n = 340,000) | MBP-C-LANA/FAM-LBS DNA binding, fluorescence polarization;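 active = highest replicate inhibition at or above 60% at 9 µM, even if other replicates fall short; inactive = all replicates below 60% inhibition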;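 note: 0% = neutral control wells and 100% = 4 µM acridine orange control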
# * marks the source's active call; other numbers are inactive results; · = not tested or not shown.
SMILES,CAL PDZ FP-1,CAL PDZ FP-2,Rtt109 HAT inh,PKA-R2B activ,SR-BI DiI-HDL act,Keap1 Nrf2 FP,RTF Ca sens inh,DAGLB inhibitor,RTF Ca sens act,C-LANA FP
Cc1ccc(S(=O)(=O)N2CCOCC2)cc1NC(=O)COC(=O)c1ccc(Br)cc1,5.1,-1.4,0.8,-3.7,-5.4,-2.5,5.4,-1.1,-2.2,-0.4
CCOC(=O)c1cc(C)n(S(=O)(=O)c2ccc(C)cc2)c1C,8.4,0.2,23.5,-4.9,-33.9,-4.7,-0.9,-7.4,1.5,0.6
CCOC(=O)c1c(-c2ccco2)csc1NC(=O)CSc1nnc(N)s1,-0.4,-1.7,4.7,0.8,-10.9,1.1,-4.0,4.5,-10.4,0.5
CCOC(=O)Cc1csc(NS(=O)(=O)c2ccc3ccccc3c2)n1,-1.6,-2.6,5.1,11.9,-15.2,-1.1,-15.1,3.3,0.4,1.6
O=C(COc1ccccc1F)OCC(=O)N1CCc2ccccc21,-5.1,0.9,-1.1,0.6,-3.7,-3.8,-0.9,-2.7,4.8,-1.6
COc1cccc(CNC(=O)C2CCN(S(=O)(=O)N3CCC(C)CC3)CC2)c1,-3.6,-2.9,-23.7,-3.1,21.6,-4.2,-4.7,-2.2,-0.5,-0.2
O=C(CCn1nnc2ccccc2c1=O)N[C@H](C(=O)O)c1ccccc1,-0.6,-1.5,·,-5.3,11.4,-2.5,-7.9,3.4,0.9,-1.3
CCc1ccc(NC(=O)C2CCN(c3ncnc4c3nc3n4CCCCC3)CC2)cc1,-3.6,-0.7,6.7,-3.6,-13.1,-2.8,-4.7,-1.7,-6.4,0.6
Cc1cc(C)cc(NC(=O)Cn2nnc(C(=O)NCCc3ccccc3)c2N)c1,3.0,-2.5,4.0,1.2,-25.2,-2.2,-5.0,5.2,4.7,2.0
COc1cccc(OC)c1OCCNCC1CSc2ccccc2O1 (centres undefined),-9.7,-0.9,-11.7,4.7,1.3,-2.2,1.5,-1.7,1.8,1.1
CC(=O)c1cccc(NC(=O)COc2nsnc2N2CCOCC2)c1,-18.5,-8.0,-0.4,-0.6,-18.2,-3.1,-10.7,0.6,3.7,-0.4
COc1ccccc1C(CNC(=O)c1cccc(NS(=O)(=O)c2ccc(C)c(F)c2)c1)N1CCCC1 (centres undefined),-4.2,-1.8,2.8,-5.9,-9.1,-2.8,-2.6,2.7,-0.8,-1.3
CCOc1ccc(CNC(=O)c2nnc(CS(=O)(=O)c3ccccc3)o2)cc1OC,·,-0.4,-2.0,13.4,7.8,1.5,-1.7,-1.4,1.1,-0.2
Cc1cccc(N(CC(=O)NCC2CCCO2)C(=O)CCC(=O)Nc2cc(C)on2)c1 (centres undefined),-2.5,-2.8,0.9,6.9,15.1,4.0,-3.0,0.3,-3.4,1.0
COc1ccccc1NC(=O)c1ccc2c(c1)CCN2S(C)(=O)=O,-8.7,-1.0,1.9,-10.1,-60.3,2.4,1.0,3.7,4.2,-8.1
CN(C)CCCN(Cc1ccccc1)C(=S)Nc1ccc(F)c(Cl)c1,2.1,-0.8,-4.6,-12.3,7.6,3.6,11.1,0.5,6.1,17.8
Cc1cccc(CSc2nnc(-c3ccco3)o2)c1,·,0.1,-2.5,9.4,-16.5,4.3,-3.0,-11.4,1.2,1.1
Cn1c(=O)c2c(nc(NCCCO)n2Cc2cccc(C(F)(F)F)c2)n(C)c1=O,-1.3,-1.1,3.3,0.2,-23.4,0.4,-26.5,0.0,-4.3,3.1
c1ccc(C2Nc3ccccc3-c3nc4ccccc4n32)cc1 (centres undefined),8.6,·,-15.6,-0.5,-13.0,-2.0,0.7,-4.5,-1.7,-0.5
O=C(O)C1CC=CCC1C(=O)N1CCc2ccccc21 (centres undefined),-3.4,·,-2.4,1.6,11.8,0.1,3.4,-1.6,3.9,1.3
CC(CNS(=O)(=O)c1cc(Cl)ccc1Cl)CN(C)C (centres undefined),-2.4,-1.4,-6.6,4.9,0.6,4.1,-15.3,0.6,0.3,2.3
Cc1ccccc1C(=O)NCC(=O)NCC1(N2CCOCC2)CCCCC1,-1.6,-2.8,-9.4,0.1,8.7,-2.5,-19.8,1.0,2.5,-0.5
Cc1ccc2nc(SCC(=O)Nc3ccccc3N3CCOCC3)c(C#N)cc2c1,2.9,·,0.9,7.0,-39.3,2.5,-2.2,-2.2,-2.6,-0.8
C[C@H]1CCC(=O)N([C@H](COc2ccccc2)Cc2ccccc2)CC1,-2.1,-0.9,1.4,2.4,-16.2,3.5,1.4,-10.1,-1.6,-2.4
COc1ccc(N2C(=O)CC(c3ccc(OC(C)C)cc3)C2=O)cc1 (centres undefined),·,0.2,8.7,7.8,26.6,-0.9,-12.5,0.2,-1.9,0.9
O=C(c1cc2c(F)cccc2s1)N1CCCC1,2.8,-0.7,1.1,-2.9,-6.0,-3.1,-3.5,-1.2,-1.1,0.0
CC(NC(=S)NC(=O)c1ccccc1Br)c1ccccc1 (centres undefined),76.7*,·,-2.2,-5.6,-0.2,-1.0,-1.3,-6.0,0.4,0.8
COc1ccc(-c2nnc(SCC(=O)N3CCOCC3)n2C)cc1OC,-3.7,-0.4,6.8,8.0,12.9,7.2,-7.0,-0.9,3.6,2.1
COc1cc(/C=C2\S/C(=N/S(=O)(=O)c3ccccc3)NC2=O)c([N+](=O)[O-])cc1OC,-0.2,-1.6,-4.8,4.7,11.5,6.0,0.2,11.7,6.3,2.5
COc1cccc(Nc2n[nH]c(=S)s2)c1,-1.5,-1.5,-1.5,-2.3,12.6,-2.8,1.6,3.0,4.5,1.6
COc1ccc(NC(=O)C2CCCO2)cc1 (centres undefined),-1.0,-2.0,-6.0,7.0,-31.5,-5.8,-2.4,0.3,9.5,1.6
COCCNC(=O)C(=O)Nc1cc2c3c(c1)CC(=O)N3CCC2,0.8,-1.4,34.5,-3.0,·,-3.7,-7.4,-1.4,-1.1,2.0
CC(=O)N/C(=C\c1ccccc1)C(=O)Nc1ccc(O)cc1,2.7,0.5,1.1,6.4,·,0.9,-13.5,-11.6,-1.1,-0.6
Cc1ccc(Cl)cc1N(CC(=O)NCc1ccc2c(c1)OCO2)S(C)(=O)=O,0.5,-1.5,8.8,-5.5,-4.9,2.2,-7.2,-3.2,-0.3,-0.3
Cc1ccc(C(=O)NNC(=O)C2CC2)cc1Br,12.4,-0.2,16.4,-3.4,0.5,0.4,-7.6,-0.9,-2.7,-1.1
Cc1ccc(NC(=O)c2ccc(=O)[nH]n2)cc1C,-0.1,-0.4,4.5,6.2,6.6,-1.4,1.9,-7.4,-3.1,-1.8
O=C(CSc1ccccc1F)NCCN1C(=O)CSC1=O,-5.2,-0.8,-8.4,-10.3,1.5,-3.6,-4.7,-1.5,5.9,1.3
O=S(=O)(c1ccccc1)N(CC1CO1)c1ccccc1 (centres undefined),-4.9,-0.1,-3.4,9.4,·,1.8,-3.4,0.1,-0.6,0.7
O=C(c1cccc([N+](=O)[O-])c1)c1ccc2c(c1)OCCOCCOCCO2,-3.2,-0.5,13.9,·,-8.6,-2.2,·,·,·,0.2
CNC(=O)[C@@]1(Cc2ccccc2)C=C[C@@H](C)N1C(C)=O,0.6,-0.1,-4.1,-3.0,32.6,-6.7,-5.8,-2.6,3.2,0.1

# Fetched by compound from the list above (5):
SMILES,CAL PDZ FP-1,CAL PDZ FP-2,Rtt109 HAT inh,PKA-R2B activ,SR-BI DiI-HDL act,Keap1 Nrf2 FP,RTF Ca sens inh,DAGLB inhibitor,RTF Ca sens act,C-LANA FP
COc1ccc(NC(=O)C2CCCO2)cc1 (centres undefined),-1.0,-2.0,-6.0,7.0,-31.5,-5.8,-2.4,0.3,9.5,1.6
CC(NC(=S)NC(=O)c1ccccc1Br)c1ccccc1 (centres undefined),76.7*,·,-2.2,-5.6,-0.2,-1.0,-1.3,-6.0,0.4,0.8
Cc1ccc(Cl)cc1N(CC(=O)NCc1ccc2c(c1)OCO2)S(C)(=O)=O,0.5,-1.5,8.8,-5.5,-4.9,2.2,-7.2,-3.2,-0.3,-0.3
Cc1ccc(NC(=O)c2ccc(=O)[nH]n2)cc1C,-0.1,-0.4,4.5,6.2,6.6,-1.4,1.9,-7.4,-3.1,-1.8
Cc1ccccc1C(=O)NCC(=O)NCC1(N2CCOCC2)CCCCC1,-1.6,-2.8,-9.4,0.1,8.7,-2.5,-19.8,1.0,2.5,-0.5

# (continued)
SMILES,CAL PDZ FP-1,CAL PDZ FP-2,Rtt109 HAT inh,PKA-R2B activ,SR-BI DiI-HDL act,Keap1 Nrf2 FP,RTF Ca sens inh,DAGLB inhibitor,RTF Ca sens act,C-LANA FP
COc1ccc(C2(O)CCN(C(=O)NC3CCCCC3)CC2)cc1,-3.4,-0.9,-2.3,0.1,2.3,-0.1,-6.7,-0.4,4.7,-1.6
COC(=O)Nc1nc2ccc(Br)cc2s1,-3.7,-0.9,1.7,8.8,-6.4,1.3,4.0,-4.7,0.6,0.9
Cc1ccc(C(=O)Nc2ccccc2C(=O)NCc2ccco2)cc1S(=O)(=O)N1CCCCC1,-6.2,-2.4,4.2,-7.0,-1.0,-1.0,0.7,-8.6,2.8,1.0
Cc1cccc(C)c1NC(=O)CN(C)C(=O)c1cccc(S(=O)(=O)N2CCN(c3ccccc3)CC2)c1,0.4,-2.1,7.6,3.6,-17.6,-4.5,-0.8,3.1,-1.2,0.3
COc1ccc(NC(=O)CN2C(=O)COc3ccc(S(=O)(=O)N4CCCCC4)cc32)c(OC)c1,6.2,-1.1,14.4,-1.7,22.7,0.6,-4.3,2.3,-2.8,0.4
CSCCC1NC(=O)N(CC(=O)Nc2ccc(N3CCCCC3)cc2)C1=O (centres undefined),-0.7,-1.3,3.5,3.0,-13.1,-3.1,2.6,-0.3,2.5,-0.5
O=Nc1c(-c2ccccc2)cc2ccccn12,0.6,-1.6,8.5,-3.9,-1.7,-6.7,-4.6,2.4,5.1,1.0
CC(=O)Nc1c(Cl)cc(Cl)c2c1Cc1cc(Cl)ccc1-2,5.7,-1.0,4.5,6.0,-3.3,-0.3,-2.8,2.2,-3.7,2.1
Cc1nc2oc3c(=O)[nH]cnc3c2c2c1COC(C)(C)C2,1.2,1.3,-16.3,-4.5,20.5,3.3,4.3,-0.1,2.7,2.5
Cc1cc(S(=O)(=O)N2CCC(N3CCCCC3)CC2)ccc1-n1cnnn1,-1.0,0.7,-1.7,-2.9,20.5,-1.9,-3.7,-0.6,-2.6,0.4
O=C(CS(=O)(=O)c1ccc2ccccc2c1)N1CCCCCC1,-3.8,-1.6,-0.9,0.9,9.6,2.5,-3.2,1.2,-0.7,-0.1
Cc1nc(CCNC(=O)c2cccs2)cs1,0.8,-3.1,-1.1,-1.5,14.6,1.7,-9.3,1.4,-2.3,0.8
